CSM14.1 death rescue – rescue of cells from ER stress-induced death, primary screen, 384-well, CSM14.1, thapsigargin, ATP luminescence (AID 1222); cellular ATP content (survival), % at 20 µM, or EC50 in µM where a hit was titrated; 190,000 tested, under 10 active; CSM14.1 thapsigargin-induced death rescue, ATP luminescence; higher % means a stronger effect;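 active = EC50 below 50 µM in the dose-response confirmation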;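 also: death triggered by thapsigargin at about 15 µM added after 2 h compound pretreatment; cell ATP read after overnight thapsigargin exposure of roughly 18 to 22 hours; normalized against plate controls of thapsigargin alone and 5% DMSO vehicle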
Siah-1 displacement – blockers of Siah-1 interaction with plectin peptide – biochemical, fluorescence polarization, rhodamine-plectin, uHTS, primary screen (AID 1817); Siah-1 / rhodamine-plectin peptide fluorescence polarization; higher % means a stronger effect; one-dose displacement, % at 20 µM; IC50 in µM for titrated hits; 290,000 compounds, 0.02% hits;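 active = displacement of at least 50% at 20 µM, with a fluorescence ratio check between 0.3 and a set limit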;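 also: plate controls were Siah plus tracer with DMSO for no effect and tracer alone without Siah for full effect; strong numbers were not always called active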
Lipid droplet – modulators of hepatic lipid droplet formation; 240,000 compounds, 0.4% hits; inhibition, % at 6.5 µM; AML12 mouse hepatocytes, oleate lipid droplets, BODIPY imaging; AID 1656;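 active = lipid droplet intensity inhibited by at least 50%, with more than 500 cells counted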
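material = mouse AML12 hepatocyte cell line, fixed after treatment | also added = 100 µM oleic acid challenge | doses = compound at 6.5 µM only | schedule = overnight exposure | technique = Image-based BODIPY and DAPI two-channel analysis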
P. falciparum M1AAP – P. falciparum M1AAP inhibitors, biochemical, fluorogenic H-Leu-NHMec substrate, 1536-well (AID 1445). 220,000 compounds, 0.42% hits. inhibition, % at 30 µM; hits with a dose series show IC50 in µM. recombinant M1AAP, H-Leu-NHMec fluorogenic kinetic assay; higher % means a stronger effect;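 active = primary inhibition above the hit cutoff, then over 50% inhibition at one or more dose response concentrations, cut at about 23% in these data, passing the limit was not always enough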;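 also: plate controls were DMSO full reaction for no effect and no enzyme background for full effect; strong numbers were not always called active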
P. falciparum M17LAP – P. falciparum M17LAP inhibitors, primary screen, biochemical, fluorogenic H-Leu-NHMec substrate, 1536-well (AID 1619). recombinant M17LAP, H-Leu-NHMec fluorogenic kinetic assay; higher % means a stronger effect. inhibition, % at 30 µM, or IC50 in µM where a hit was titrated. 220,000 compounds, 0.38% hits;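 active = compound inhibiting the enzyme by more than half at any dose during confirmatory dose-response retesting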;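 also: plate controls were full reaction with DMSO carrier for no effect and no enzyme background for full effect; strong numbers were not always called active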
HEK293 NOD2/NF-kB – inhibition of NOD2-driven NF-kB reporter – cell-based, luminescence, uHTS, HEK293 (AID 1566) | one-dose inhibition, % at 4 µM; EC50 in µM for titrated hits | 290,000 compounds, 0.63% hits | HEK293 NOD2/NF-kB luciferase reporter, luminescence; higher % means a stronger effect; also: many of its hits are not listed in these tables
LYP phosphatase – PTPN22 lymphoid phosphatase activity blockers – biochemical, fluorescence intensity, uHTS (AID 1779); recombinant LYP phosphatase, fluorescence intensity; higher % means a stronger effect; inhibition, % at 11.5 µM, or IC50 in µM where a hit was titrated; 290,000 compounds, 0.054% hits;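 also: plate controls were vehicle with enzyme for no effect and no enzyme for full effect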
AID2073 – disruptors of CaV2.2 binding to Mint1 – biochemical, HTRF (AID 2073). 290,000 compounds, 0.19% hits. inhibition, % at 20 µM, or IC50 in µM where a hit was titrated. HTRF protein-protein interaction, Mint1-CaV2.2; higher % means a stronger effect; in the data active = inhibition mostly above about 51%, no sharp cut-off; also: some results filed as inactive read as strong as hits
XIAP displacement – small molecules displacing peptide from XIAP – biochemical, IAP family, fluorescence polarization (AID 1018). one-dose displacement, % at 20 µM; IC50 in µM for titrated hits. 200,000 compounds, 0.007% hits. XIAP BIR domain, fluorescence polarization peptide displacement; higher % means a stronger effect; in the data active = displacement above about 50%; also: a part of the inactive calls stands beside numbers as strong as those of hits
Lipid droplet cells 6.5 µM – recorded beside Lipid droplet, whose call it bears; cell count; measured here: cell count, cytotoxicity flag;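 cells counted across two imaged fields per well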
* = called active by the depositor; nt = not tested or not shown. Rule as the data show it, unless noted: active = inhibition above about 50%; inactive = the rest. Only part of the results is shown; rates above refer to the full screens.

The first eleven compounds as a preview:
The line under a structure holds: CSM14.1 death rescue	Siah-1 displacement	Lipid droplet	Lipid droplet cells 6.5 µM	P. falciparum M1AAP	P. falciparum M17LAP	HEK293 NOD2/NF-kB	LYP phosphatase	AID2073	XIAP displacement
CC(=O)Nc1ccc(C(=O)OCC(=O)N(Cc2ccccc2)C(C)(C)C)cc1
    -0.8%	4%	-2	726	-1%	-13%	8%	-4%	7%	-6.6%
Cc1ccc(CNC(=O)C(NS(=O)(=O)c2cccc3nsnc23)c2ccccc2)cc1 (stereo not drawn)
    10%	6%	-34	721	0%	5%	4%	-2%	-3%	0.1%
COC(=O)C1=C(C)OC(N)=C(C#N)C1c1cc(OC)ccc1OC (stereo not drawn)
    7.1%	-1%	nt	nt	5%	6%	10%	-2%	19%	-0.2%
COc1cc(C(=O)Oc2cc(C)cc(C)c2)cc(OC)c1OC
    -2.3%	3%	-8	657	-6%	4%	11%	-4%	-11%	-4.8%
CC(C)(C)OC(=O)N1CCCN(C(=O)c2ccc(Cl)cc2)CC1
    nt	2%	nt	nt	nt	nt	11%	-1%	4%	nt
Cc1ccc(N(CC(=O)N2CCN(c3ccccc3F)CC2)S(=O)(=O)c2c(C)noc2C)cc1
    nt	-4%	0	728	nt	nt	14%	5%	14%	nt
CS(=O)(=O)c1ccc(Cl)c(NC(=O)Nc2ccccc2)c1
    nt	3%	7	778	4%	3%	-17%	-6%	-3%	nt
COc1ccc(/C=N/NC(=O)c2ccc(Cl)c(S(N)(=O)=O)c2)cc1OCC(N)=O
    nt	1%	-2	607	4%	8%	-16%	-5%	0%	nt
CC(=O)Nc1ccc(S(=O)(=O)NC(CC(=O)NC2CCCCC2C)C(C)C)cc1 (stereo not drawn)
    -3.7%	16%	3	730	0%	-6%	-4%	2%	0%	-4.1%
O=C(Nc1cccc2ccccc12)C1CCCC1
    nt	3%	-18	773	nt	nt	3%	-10%	7%	nt
COc1ccc(/C=N\NC(=O)CCN2CCN(c3ccccc3)CC2)cc1OC
    -1.5%	0%	nt	nt	15%	-14%	10%	0%	-7%	-0.2%

This part in full (from the top)
The line under a structure holds: CSM14.1 death rescue	Siah-1 displacement	Lipid droplet	Lipid droplet cells 6.5 µM	P. falciparum M1AAP	P. falciparum M17LAP	HEK293 NOD2/NF-kB	LYP phosphatase	AID2073	XIAP displacement
CC(=O)Nc1ccc(C(=O)OCC(=O)N(Cc2ccccc2)C(C)(C)C)cc1
    -0.8%	4%	-2	726	-1%	-13%	8%	-4%	7%	-6.6%
Cc1ccc(CNC(=O)C(NS(=O)(=O)c2cccc3nsnc23)c2ccccc2)cc1 (stereo not drawn)
    10%	6%	-34	721	0%	5%	4%	-2%	-3%	0.1%
COC(=O)C1=C(C)OC(N)=C(C#N)C1c1cc(OC)ccc1OC (stereo not drawn)
    7.1%	-1%	nt	nt	5%	6%	10%	-2%	19%	-0.2%
COc1cc(C(=O)Oc2cc(C)cc(C)c2)cc(OC)c1OC
    -2.3%	3%	-8	657	-6%	4%	11%	-4%	-11%	-4.8%
CC(C)(C)OC(=O)N1CCCN(C(=O)c2ccc(Cl)cc2)CC1
    nt	2%	nt	nt	nt	nt	11%	-1%	4%	nt
Cc1ccc(N(CC(=O)N2CCN(c3ccccc3F)CC2)S(=O)(=O)c2c(C)noc2C)cc1
    nt	-4%	0	728	nt	nt	14%	5%	14%	nt
CS(=O)(=O)c1ccc(Cl)c(NC(=O)Nc2ccccc2)c1
    nt	3%	7	778	4%	3%	-17%	-6%	-3%	nt
COc1ccc(/C=N/NC(=O)c2ccc(Cl)c(S(N)(=O)=O)c2)cc1OCC(N)=O
    nt	1%	-2	607	4%	8%	-16%	-5%	0%	nt
CC(=O)Nc1ccc(S(=O)(=O)NC(CC(=O)NC2CCCCC2C)C(C)C)cc1 (stereo not drawn)
    -3.7%	16%	3	730	0%	-6%	-4%	2%	0%	-4.1%
O=C(Nc1cccc2ccccc12)C1CCCC1
    nt	3%	-18	773	nt	nt	3%	-10%	7%	nt
COc1ccc(/C=N\NC(=O)CCN2CCN(c3ccccc3)CC2)cc1OC
    -1.5%	0%	nt	nt	15%	-14%	10%	0%	-7%	-0.2%
CCN(CC)c1ccc2cc(C(=O)Nc3ccc(-n4cnnn4)c(OC)c3)c(=O)oc2c1
    3.3%	2%	nt	nt	nt	nt	-4%	-8%	12%	-10%
CC1CCCC(NS(=O)(=O)c2cc3c(cc2Cl)NC(=O)CO3)C1C (stereo not drawn)
    nt	0%	-1	816	nt	nt	9%	1%	13%	nt
N#Cc1cc([N+](=O)[O-])ccc1NCCCn1ccnc1
    nt	-1%	-11	786	nt	nt	-3%	-7%	-5%	nt
Cc1cccc(N2CCN(C(=O)c3ccc4c(c3)OCCO4)CC2C)c1 (stereo not drawn)
    -2.7%	9%	-3	693	3%	9%	3%	-1%	-1%	-6.1%
COc1cc(-c2nc(S(=O)(=O)c3ccc(Cl)cc3)c(N3CCOCC3)o2)cc(OC)c1OC
    3.5%	2%	-8	704	2%	3%	5%	4%	13%	-2.8%
COc1cccc(S(=O)(=O)NCc2ccc(C(=O)Nc3ccc(Cl)cc3)cc2)c1
    1.0%	3%	-2	677	6%	-1%	-3%	-4%	32%	-3.1%
c1cc2c(cc1Oc1nc(N3CCOCC3)nc(N3CCOCC3)n1)OCO2
    -1.3%	2%	20	758	5%	5%	-20%	-1%	-5%	-2.6%
CCOC(=O)CC(NC(=O)CCS(=O)(=O)c1ccc2c(c1)n(C)c(=O)c(=O)n2C)c1ccc(C)cc1 (stereo not drawn)
    nt	12%	-7	678	nt	nt	21%	-12%	-4%	nt
CC(C)CCNC(=O)C1(c2cccs2)CCOCC1
    nt	4%	8	706	6%	3%	17%	-4%	-2%	-0.7%

In the list so far, these have a cyano group:
The line under a structure holds: CSM14.1 death rescue	Siah-1 displacement	Lipid droplet	Lipid droplet cells 6.5 µM	P. falciparum M1AAP	P. falciparum M17LAP	HEK293 NOD2/NF-kB	LYP phosphatase	AID2073	XIAP displacement
COC(=O)C1=C(C)OC(N)=C(C#N)C1c1cc(OC)ccc1OC (stereo not drawn)
    7.1%	-1%	nt	nt	5%	6%	10%	-2%	19%	-0.2%
N#Cc1cc([N+](=O)[O-])ccc1NCCCn1ccnc1
    nt	-1%	-11	786	nt	nt	-3%	-7%	-5%	nt

Next entries.
The line under a structure holds: CSM14.1 death rescue	Siah-1 displacement	Lipid droplet	Lipid droplet cells 6.5 µM	P. falciparum M1AAP	P. falciparum M17LAP	HEK293 NOD2/NF-kB	LYP phosphatase	AID2073	XIAP displacement
CCN(Cc1ccccc1)Cc1ccc(OCc2ccccc2)cc1
    nt	2%	nt	nt	nt	nt	-7%	-7%	-10%	nt
CC1(C)CC(=O)C2=C(C1)OC(N)=C(C#N)C2c1cn(-c2ccccc2)nc1-c1ccccc1 (stereo not drawn)
    -3.7%	6%	16	677	9%	0%	-9%	9%	13%	-5.0%
O=C(NCCCn1ccnc1)/C(=C\c1ccccc1F)NC(=O)c1ccccc1
    nt	9%	-10	768	nt	nt	6%	-5%	-4%	nt
O=C(COC(=O)CCc1ccc(S(=O)(=O)N2CCCCC2)cc1)Nc1ccc2c(c1)OCO2
    -2.0%	-4%	nt	nt	8%	-2%	-21%	0%	-4%	-2.5%
CCOC(=O)N1CCC(NC(=O)c2ccc(CS(=O)(=O)c3ccc(OC)cc3)o2)CC1
    -1.0%	-1%	nt	nt	6%	-8%	15%	-5%	6%	-1.5%
Cc1cc(/C=C(\C#N)C(=O)NCCc2c[nH]c3ccccc23)c(C)n1C
    -1.9%	-3%	-1	642	12%	-7%	23%	1%	-5%	-9.4%
CCOc1ccc(NCc2cccn2-c2nnc(N3CCC(C(=O)NCCCN4CC(C)CC(C)C4)CC3)s2)cc1 (stereo not drawn)
    nt	1%	-33	708	nt	nt	12%	-13%	8%	nt
Cc1ccc(S(=O)(=O)NCc2ccccc2C)cc1
    nt	-2%	-1	831	nt	nt	12%	-5%	14%	nt
CS(=O)(=O)NC1c2cccc3cccc(c23)C1Sc1nncn1/N=C/c1ccco1 (stereo not drawn)
    -1.9%	-2%	nt	nt	-4%	5%	17%	-7%	-6%	-4.9%
COc1ccc(/C=C2\SC(N)=NC2=O)cc1Br
    nt	-14%	0	801	nt	nt	-20%	-4%	8%	nt
N#Cc1ccc(CN2CCN(CC(=O)NCCc3ccc(Cl)cc3Cl)CC2)cc1
    nt	-7%	-1	822	nt	nt	0%	-2%	-3%	nt
CN(CC(=O)Nc1ccccc1F)S(=O)(=O)c1ccc2c(c1)n(C)c(=O)c(=O)n2C
    nt	3%	-9	698	nt	nt	2%	-4%	7%	nt
OCC1(CCOc2ccccc2)CCN(Cc2ccc(OC(F)F)cc2)CC1
    nt	2%	14	837	nt	nt	26%	-6%	-1%	nt
On1c2c(c3c4nonc4ccc31)CCCC2
    5.7%	3%	-6	606	14%	3%	6%	5%	-6%	-4.4%
O=C(CCN1C(=O)c2ccc([N+](=O)[O-])cc2C1=O)Nc1ccccc1C(=O)O
    nt	-1%	-1	645	3%	21%	0%	-2%	9%	nt
COc1ccc(N2CCN(C3CCCN(Cc4ccc(F)c(F)c4)C3)CC2)cc1 (stereo not drawn)
    nt	-2%	-2	802	nt	nt	0%	-9%	-2%	nt
CC(C)NC(=O)CC1(C(=O)NCc2ccc(Cl)cc2)CCCC1
    nt	4%	-11	846	nt	nt	-14%	-6%	6%	nt
Cn1c(CCNC(=O)OC(C)(C)C)n[nH]c1=S
    -0.3%	2%	nt	nt	4%	2%	14%	-7%	2%	-8.1%
O=C(CCc1nnc(COc2ccccc2)o1)NCc1ccccc1C(F)(F)F
    0.4%	2%	-4	684	-1%	-3%	-9%	-4%	4%	0.8%
COC(=O)c1ccc(C23CC4(C2)[C@H](CN(Cc2ccc(C(F)(F)F)cc2)[C@@H]4c2ccccc2)C3c2ccc(Cl)nc2)cc1 (stereo partly drawn)
    nt	5%	8	682	0%	-6%	-8%	2%	9%	nt
